Compound activity as filed in PubChem BioAssay.
FBW7 activator: human FBW7 E3 ligase activation, primary screen. actives 0.13% (n = 650,000). AlphaScreen FBW7–phospho-cyclin E peptide binding, activator screen. normalized activity (activation), % at 26.1 µM. Q969H0. AID 1259310; in the data active = normalized activity above about 1.9%;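 also: purified mutant Fbw7 with reduced substrate affinity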
Target sequence (Q969H0 whole entry, looked up): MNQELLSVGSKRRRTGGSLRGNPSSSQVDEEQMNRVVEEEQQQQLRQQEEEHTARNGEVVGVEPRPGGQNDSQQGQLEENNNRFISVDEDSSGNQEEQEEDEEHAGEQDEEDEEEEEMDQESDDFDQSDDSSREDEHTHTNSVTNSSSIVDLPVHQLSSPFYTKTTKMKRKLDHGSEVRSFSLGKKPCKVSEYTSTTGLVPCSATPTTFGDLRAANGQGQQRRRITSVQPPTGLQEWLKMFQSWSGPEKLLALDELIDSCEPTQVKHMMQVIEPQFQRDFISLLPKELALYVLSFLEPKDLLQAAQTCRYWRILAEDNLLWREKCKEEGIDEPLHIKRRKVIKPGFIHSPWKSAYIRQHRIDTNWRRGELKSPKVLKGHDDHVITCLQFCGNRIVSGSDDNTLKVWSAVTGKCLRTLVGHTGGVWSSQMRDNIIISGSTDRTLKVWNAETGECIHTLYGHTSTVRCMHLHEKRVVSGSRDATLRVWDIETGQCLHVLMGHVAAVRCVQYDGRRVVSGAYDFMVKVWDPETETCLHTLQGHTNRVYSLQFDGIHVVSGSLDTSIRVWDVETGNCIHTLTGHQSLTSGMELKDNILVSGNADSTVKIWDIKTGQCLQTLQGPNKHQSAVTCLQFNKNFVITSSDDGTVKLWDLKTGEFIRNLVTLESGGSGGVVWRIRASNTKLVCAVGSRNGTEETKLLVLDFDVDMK
GPR151 activ: activators of human GPR151. Q8TDV0. PathHunter beta-arrestin GPR151 cells, luminescence. activation, % at 11.2 µM. actives 1% (n = 650,000); in the data active = activation above about 4.9%;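 also: 0% = median of compound wells and 100% = cells with positive control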
Target sequence (Q8TDV0 whole entry, looked up): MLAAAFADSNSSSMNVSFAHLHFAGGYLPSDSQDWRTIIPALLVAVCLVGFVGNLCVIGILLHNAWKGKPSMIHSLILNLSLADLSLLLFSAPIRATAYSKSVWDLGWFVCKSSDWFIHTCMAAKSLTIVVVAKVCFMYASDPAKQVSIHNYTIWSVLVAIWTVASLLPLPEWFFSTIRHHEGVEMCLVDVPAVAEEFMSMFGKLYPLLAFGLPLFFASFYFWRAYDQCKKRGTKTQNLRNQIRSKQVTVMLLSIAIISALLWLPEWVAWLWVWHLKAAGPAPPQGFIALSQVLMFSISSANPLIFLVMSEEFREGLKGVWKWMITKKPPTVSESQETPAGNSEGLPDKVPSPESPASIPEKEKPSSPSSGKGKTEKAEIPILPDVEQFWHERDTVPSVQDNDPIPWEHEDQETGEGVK
TEAD-YAP block: TEAD-YAP interaction inhibition; HEK-TIYL cells, TEAD-Gal4/YAP UAS-luciferase luminescence; inhibition, % at 9.12 µM; actives 1.4% (n = 640,000); in the data active = inhibition above about 32%;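 also: 0% = median of test compound wells and 100% = reference inhibitor wells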
MITF inh: blocks human microphthalmia-associated transcription factor. O75030. AID 1259374. inhibition, % at 2.6 µM. AlphaScreen MITF homodimerization, bead proximity signal. actives 0.91% (n = 650,000); in the data active = inhibition above about 50%;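 also: 0% = vehicle wells with protein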
Active calls of the source: *; nt = no result given; & = joins results of further samples.

Start of the data: the first 2 compounds as a preview:
SMILES	FBW7 activator	GPR151 activ	TEAD-YAP block	MITF inh
CCc1ccc(NC(=O)c2nn(-c3cc(OC)cc(OC)c3)c(=O)c3ccccc23)cc1	0.0	-1.7	3.2	1.9
COc1ccccc1CNC(=S)Nc1ccc(OC)c(OC)c1	0.0	0.9	5.0	11.7

All compounds of this part, from the first entry:
SMILES	FBW7 activator	GPR151 activ	TEAD-YAP block	MITF inh
CCc1ccc(NC(=O)c2nn(-c3cc(OC)cc(OC)c3)c(=O)c3ccccc23)cc1	0.0	-1.7	3.2	1.9
COc1ccccc1CNC(=S)Nc1ccc(OC)c(OC)c1	0.0	0.9	5.0	11.7
COc1ccc(CCNC(=O)c2ccc(Br)o2)cc1	0.0	-1.2	3.0	1.6
COc1ccccc1N1CCN(C(=O)Cn2nc3n(C)c4ccccc4n3c(=O)c2=O)CC1	0.0	0.4	1.1	-1.6
C#CCCCO/N=C1\C[C@@H](O)[C@@H](O)[C@@H]2[C@@H]3C(=O)N(c4ccc(F)cc4F)C(=O)[C@@H]3CC[C@H]12	0.1	1.0	nt	6.8
c1ccc(-c2ccc3c(c2)COC2(CCNCC2)O3)cc1	-0.6	-0.3	-36.6	-22.2
COc1ccc(N2CC(NC(=O)NCC(C)O)CC2=O)cc1OC (configuration not stated)	0.6	-1.2	5.8	1.1
COc1ccc(CNc2nc(=S)[nH]c3cc(OC)c(OC)cc23)cc1	0.3	-1.4	11.6	15.3
CC1CCN(c2cc(N3CCC(C)CC3)c([N+](=O)[O-])c3c2Cc2c([nH]c(=O)[nH]c2=O)O3)CC1	-0.1	2.0	4.6	-2.9
CC(=O)O[C@H]1C(=O)[C@@]2(C)[C@H]([C@H](OC(=O)c3ccccc3)[C@]3(O)C[C@H](OC(=O)[C@H](O)[C@@H](NC(=O)c4ccccc4)c4ccccc4)C(C)=C1C3(C)C)[C@]1(OC(C)=O)CO[C@@H]1C[C@@H]2O	0.2&0.0&-0.1&-0.1	-1.5&3.6&4.0&-0.5	63.6*	24.4&2.5&-12.0&27.9
COCCCNC(=O)c1ccc2c(c1)N(Cc1cccc(C)c1)C(=O)CS2	-0.1	-0.1	9.1	3.1
O=C(NCc1cn[nH]c1-c1ccc(F)cc1)C1CC(Cc2ccc(F)cc2)=NO1 (configuration not stated)	-0.1	1.6	13.6	-0.5
CCCN1C(=O)CC(Sc2ncccc2C(=O)O)C1=O (configuration not stated)	0.6	-0.7	3.9	30.7
CCOc1ccc(-c2nnc3ccc(SC(C)C)nn23)cc1	-0.2	-1.1	-2.9	-3.5
C/C(=C\c1nsc(Nc2ccc(Cl)cc2)n1)NCc1ccc2c(c1)OCO2	0.2	0.9	-4.3	-4.5
CCOC(=O)C1(C(F)(F)F)N=C(c2cccc(Cl)c2)OC(N2CCOCC2)=N1 (configuration not stated)	-0.1	-0.1	6.2	7.1
NN(C(=O)C1CCCCC1)c1nc2ccccc2s1	-0.1	1.4	-18.4	10.2
CCOC(=O)CC(=O)CSc1nc2cc(C(=O)NCc3ccco3)ccc2c(=O)n1-c1ccc(OC)c(OC)c1	-0.1	-1.9	3.1	13.3
COc1ccc(/C=C/C(=O)c2ccc(O)cc2)c(OC)c1	-0.1	1.2	-21.3	11.6
CC(=O)c1ccc(OC(=O)COc2ccc3ccccc3c2)cc1	0.6	-1.0	2.6	-0.7
COC(=O)C(Cc1ccccc1)NC(=O)c1cccc2ccccc12 (configuration not stated)	0.0	-0.2	9.2	5.4
COc1ccccc1C(=O)N/C(=C/C=C/c1ccccc1)C(=O)Nc1ccc(C)cc1	0.0	0.5	12.1	4.7
Cc1[nH][nH]c(=O)c1C(c1ccccc1)C(C#N)C#N (configuration not stated)	-0.2	0.0	-0.5	1.6
Nc1cc(Cl)ccc1C(=O)OCC(=O)c1ccccc1	0.8	-0.4	-75.8	5.0
COCCCn1c(=O)[nH]c2nc(-c3cncc(OC)c3)cnc21	-0.6	-3.7	-55.3	-13.3
O=C(Nc1ccc2oc(-c3ccccc3Br)nc2c1)c1ccc(Cl)cc1	0.4	1.3	9.4	-11.2
CC(C)n1cnc2c(NCCc3ccc(O)cc3)nc(Nc3cccc(N(C)C)c3)nc21	0.1	0.7	-1.3	-4.3
COC(=O)CN1C(=S)N(C)C(=O)/C1=C/c1ccco1	0.0	0.2	1.7	6.8
O=C(NCc1ccccc1)c1ccccc1C(=O)c1ncc[nH]1	0.1	1.0	7.9	4.1
Cn1c(=NC(=O)c2ccc(N3C(=O)CCC3=O)cc2)sc2cc(Br)ccc21	-0.1	-0.2	-3.2	2.6
Cc1cc(NC(=O)CCCn2cc([N+](=O)[O-])cn2)no1	-0.2	4.5	2.1	-1.9
O=C(Nc1ccc2c(c1)CN(Cc1ccn[nH]1)CC2)c1ccncc1	0.1	0.9	-11.1	10.6
Cc1nnc(SCc2nc3sc(C(=O)O)c(C)c3c(=O)[nH]2)s1	-0.1	-0.1	-1.1	6.0
O=c1c2sccc2nc(SCc2cccc([N+](=O)[O-])c2)n1-c1ccc(Br)cc1	0.0	0.8	-8.4	-3.2
Cc1cc2c(C)nc(N3CCC(NCC4COc5ccccc5O4)CC3)nc2cc1F (configuration not stated)	0.2	-0.4	2.6	2.6
C[C@H](O)[C@H]1NC(=O)[C@H]2CN(C(=O)c3cccc(F)c3F)CCN2C1=O	0.1	-0.6	1.5	13.1
CCOc1ccc(CC(=O)Nc2c(C(C)=O)oc3ccccc23)cc1OCC	0.0	-0.3	6.2	-1.8
COc1ccc(CCn2nnnc2C(CC(C)C)N2CCC(C(N)=O)CC2)cc1OC (configuration not stated)	-0.1	0.4	5.3	7.4
O=C(NCc1ccccc1)c1cccc(Nc2ccccn2)n1	-0.1	-0.8	-5.2	3.1
CCC(=O)Nc1nc2ccccc2n1CC	-0.2	0.1	0.0	-19.9
Cc1ccccc1C(=O)Nc1ccc2nc(SCc3ccc([N+](=O)[O-])cc3)sc2c1	0.1	-1.3	-4.2	16.9
COc1cccc(N2CC(O)=C(c3ccccc3)C2=N)c1	-0.1	-1.0	-4.3	-3.8
Cc1cccc(Cn2cccc2/C=C2/C(=N)N3C=CSC3=NC2=O)c1	0.0	0.7	12.5	2.1
Cc1cc(Cl)ccc1OC(=O)c1cc2ccccc2oc1=O	0.0	-0.7	-24.1	13.9
CCCCc1ccc(C(=O)Nc2ccc3nc(N4CCN(c5ncccn5)CC4)cc(C)c3c2)cc1	0.0	-0.5	7.9	27.8
COc1ccc(OC)c(C2Nc3ccccc3S(=O)(=O)N2Cc2ccccc2)c1 (configuration not stated)	-0.1	0.2	2.8	6.1
CCNC(=S)N1CCC(NC(=O)c2ccco2)CC1	0.1	0.5	1.3	-1.8
Cc1cccc(NC(=O)C2CCC(CNc3c(N4CCCCC4)c(=O)c3=O)CC2)c1 (configuration not stated)	0.2	0.3	-5.1	-3.6
CCc1ccc(C(=O)NC(CCSC)C(=O)NCCc2ccccc2)cc1 (configuration not stated)	-0.3	-1.8	-46.2	-11.3
CC1=C(C(=O)OCc2ccccc2)C(c2ccccc2C(F)(F)F)C2=C(CC(C)(C)CC2=O)N1 (configuration not stated)	0.4	0.3	-4.4	-2.5
N#Cc1ccc(/C=N/NC(=O)Cc2nnc(N)s2)cc1	0.0	2.1	8.2	1.6
Cc1cc(C)nc(N2CCN(C(=O)c3cc(Cl)nc(Cl)c3)CC2)n1	0.1	-0.4	-1.0	-9.3
Cc1ccnn1CCC(=O)N1CCCC(c2ccnc3nc(C(F)(F)F)nn23)C1 (configuration not stated)	0.0	-0.7	5.0	-13.7
Cc1ccccc1NC(=O)N1CCCC1C(=O)NCc1ccco1 (configuration not stated)	0.0	0.2	5.5	-0.6
CC1=C(C(=O)OCCOC(C)C)C(c2cc3c(cc2Br)OCO3)CC(=O)N1 (configuration not stated)	-0.1	0.1	-12.9	1.7
CCC(=O)N1c2ccc(S(C)(=O)=O)cc2NC(=O)C1Cc1ccccc1 (configuration not stated)	0.1	-0.9	6.9	4.5
COC(=O)C1=C(N)N(c2cccc(C(F)(F)F)c2)C2=C(C(=O)CCC2)C1c1ccc2c(c1)OCO2 (configuration not stated)	-0.1	2.4	-2.8	7.4
CCOc1ccc(C2CC(=O)n3nc(-c4ccc(C)cc4)nc3S2)cc1OC (configuration not stated)	-0.1	1.6	1.4	1.0
COc1cc2nc(NCCCN3CCCC3=O)nc(NCc3cccc(C(F)(F)F)c3)c2cc1OC	0.1	-3.1	-4.4	11.2
COc1ccc(OC)c(C2NC(C(=O)O)C3C(=O)N(c4ccccc4)C(=O)C23)c1 (configuration not stated)	-0.3	5.2*	-8.7	-7.1

Other entries follow:
SMILES	FBW7 activator	GPR151 activ	TEAD-YAP block	MITF inh
COC(=O)c1ccc(NC(=O)Cn2nc(C)c3ccccc3c2=O)cc1	-0.1	0.2	2.7	0.3
Cc1cccc(NC(=O)COc2ccc(C(=O)O)cc2)c1C	0.1	-0.8	-2.7	-59.8
CCCCCOc1ccc(C(=O)C(CN2CCOCC2)c2ccccc2)cc1 (configuration not stated)	-0.2	-0.1	9.7	-8.5
CC1C=CCC2C(=O)N(c3ccc(OC(=O)c4cccc([N+](=O)[O-])c4)cc3)C(=O)C12 (configuration not stated)	-0.1	0.5	3.5	9.8
CCOC(=O)c1c(NC(=O)CSc2nnc(CNC(=O)Cc3ccc(OC)cc3)n2Cc2ccccc2)sc2c1CCCCC2	0.2	-0.3	-11.7	22.0
COc1cccc(CN2C=NS(=O)(=O)c3ccccc32)c1	-0.1	-0.9	5.8	-1.3
Cn1c2c(c(=O)n(C)c1=O)C(c1cccs1)C1=C(COC1=O)N2 (configuration not stated)	0.1	0.6	16.6	16.4
Cc1ccc(C(=O)N/C(=C\c2ccc(Br)cc2)C(=O)Nc2cccc(Cl)c2C)cc1	0.1	-0.8	11.6	-2.6
Cc1ccc(NC(=O)CN2C(=O)S/C(=C\c3cc(Br)ccc3O)C2=O)cc1	0.5	-0.4	2.2	-5.0
O=C(CCc1nnc(Cc2c[nH]c3ccccc23)o1)N1CCCCC1c1ccccn1 (configuration not stated)	0.5	-0.4	12.3	3.2
Cc1ccc2c(c1)cc(CN(Cc1cccs1)C(=O)Nc1ccccc1)c1nnnn12	0.3	-0.2	-2.0	9.2
O=C(Cn1nc(C2CC2)cc1C(=O)N1CCCC1)Nc1ccccc1	0.1	-0.3	1.9	1.7
O=C(CCCCC(=O)n1cccn1)n1cccn1	1.0	-0.8	-4.7	18.2
COc1cc2nc(/C=C/c3ccccc3F)n(-c3ccc(F)c(Cl)c3)c(=O)c2cc1OC	0.2	1.8	5.8	10.5
O=C1CCn2c(nc3c4ccccc4ccc32)N1Cc1ccccc1	0.0	-0.3	9.4	4.2
COc1ccc(NS(=O)(=O)c2ccc(NC(=S)NC(C)=O)cc2)cc1	0.6	3.7	13.9	11.6
CCOP(=O)(OCC)C(/N=C1/C(=O)Nc2ccccc21)C(F)(F)F (configuration not stated)	0.1	2.8	1.4	18.4
COC(=O)COc1ccc(NS(=O)(=O)c2ccc(Cl)cc2)cc1	-0.1	-0.9	9.0	1.5
Cc1c(C(=O)NC2CCCCC2)sc2nc(SCC(=O)C(C)(C)C)n(CCc3ccccc3)c(=O)c12	1.0	0.6	5.9	19.6
COc1ccc(C(=O)NC(C(=O)NN)C23CC4CC(CC(C4)C2)C3)cc1 (configuration not stated)	-0.2	0.4	-1.5	-13.3

Six entries picked at random from those above:
SMILES	FBW7 activator	GPR151 activ	TEAD-YAP block	MITF inh
CC1C=CCC2C(=O)N(c3ccc(OC(=O)c4cccc([N+](=O)[O-])c4)cc3)C(=O)C12 (configuration not stated)	-0.1	0.5	3.5	9.8
Cc1c(C(=O)NC2CCCCC2)sc2nc(SCC(=O)C(C)(C)C)n(CCc3ccccc3)c(=O)c12	1.0	0.6	5.9	19.6
CCCCCOc1ccc(C(=O)C(CN2CCOCC2)c2ccccc2)cc1 (configuration not stated)	-0.2	-0.1	9.7	-8.5
Cn1c2c(c(=O)n(C)c1=O)C(c1cccs1)C1=C(COC1=O)N2 (configuration not stated)	0.1	0.6	16.6	16.4
COc1ccc(NS(=O)(=O)c2ccc(NC(=S)NC(C)=O)cc2)cc1	0.6	3.7	13.9	11.6
O=C(CCCCC(=O)n1cccn1)n1cccn1	1.0	-0.8	-4.7	18.2

Later entries:
SMILES	FBW7 activator	GPR151 activ	TEAD-YAP block	MITF inh
COc1cc2c(C#N)c(N(C)C(c3ccccc3)c3ccccc3)nc(N)c2c(N)n1	-0.1	-0.9	-0.3	-3.6
Cc1ccc(NC(=O)Cn2cnc3sc(C(=O)NCc4ccco4)c(C)c3c2=O)cc1Cl	-0.1	0.8	-6.2	6.0
CSc1nccc(-c2cc(Cl)c3c(c2)CC(CNC(=O)CCNC(C)=O)O3)n1 (configuration not stated)	0.0	1.0	12.7	6.4
COc1ccccc1CNC(=O)CC12CC3CC(CC(Br)(C3)C1)C2	1.3	-1.1	-9.0	27.8
COCCN1N=C(C(C)(C)C)Cn2c(cc3sccc32)C1=O	0.9	-0.2	0.5	-11.0
COCCCNC(=O)c1ccc2c(=O)n(CCOC)c(=S)[nH]c2c1	0.0	0.5	5.8	16.1
CCCCOc1ccc(-c2[nH]nc3c2C(c2ccccc2OCCC)C(C#N)=C(N)O3)cc1 (configuration not stated)	0.0	-1.3	-1.9	-21.8
NC(=O)COC(=O)c1cc(Cl)cc(Cl)c1	-0.1	-0.8	13.1	-17.5
CCOC(=O)c1cnc2ccc(C)cc2c1NCCO	-0.1	-1.2	9.1	1.1
C=CCOc1ccc(/C=C2/NC(=O)NC2=O)cc1	-0.3	1.2	-8.8	-0.3
COc1ccc(OCC(=O)Nc2c(Cc3ccccc3)nc3cnc(NC(C)=O)cn23)cc1	0.3	-0.5	-4.3	9.7
CCC(C)(C)NC(=O)c1ccc(S(=O)(=O)N(C)c2ccccc2OC)cc1	-0.1	-2.9	-7.8	-4.0
CCOC(=O)c1c(C)nc(-c2ccccc2)nc1NC(=O)Cc1ccccc1	0.1	-1.5	-25.9	0.2
